human PMI inhibition: MPI enzyme activity inhibition – biochemical, fluorescence intensity, coupled assay, primary screen (AID 1209); purified PMI enzyme, coupled fluorescence intensity; higher % means a stronger effect; actives 0.42% (n = 190,000); inhibition, % at 20 µM; hits with a dose series show IC50 in µM;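 further: plate controls were DMSO vehicle for no effect and wells lacking substrate for full effect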
human PMI inhibitors: MPI inhibition at elevated mannose 6-phosphate – biochemical, fluorescence intensity, high mannose 6-phosphate, primary screen (AID 1220); recombinant PMI enzyme, coupled fluorescence intensity; higher % means a stronger effect; one-dose inhibition, % at 20 µM; IC50 in µM for titrated hits; actives 0.66% (n = 190,000)
WT yeast gro inh: growth inhibition of WT yeast, mitochondrial fusion screen | actives 2.1% (n = 190,000) | inhibition, % at 10 µM | mitochondrial fusion phenotypic screen, WT strain; in the data active means inhibition above about 58%; tested in S. cerevisiae
Yfh1-depleted yeast: enhancers of respiration in Yfh1-depleted yeast, dose response, Friedreich's ataxia, plus single-dose screen (AID 1465) | actives 0.074% (n = 220,000) | S. cerevisiae Yfh1-off respiration, WST-1 reduction, 72 h; higher fold induction means a stronger effect | one-dose fold induction at 50 µM; EC50 in µM for titrated hits;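 active means fold induction of absorbance versus untreated yeast above a set limit, then at least 30% activation at any dose in follow-up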;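 further: activators that raise dye reduction in frataxin-depleted yeast; strong numbers were not always called active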
Insulin prom up: MIN6 insulin promoter up-regulation. MIN6 insulin promoter-GFP reporter, high-content imaging; active compounds read high. z-score at 5 µM. actives 0.3% (n = 190,000). AID 1625;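 active means z-score above 3 at 5 µM with at least 500 cells counted in the well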
Dynein cargo inh: dynein cargo transport inhibition; z-score, hits read low; AID 1381; 3617.4 mouse cells, GR-EGFP nuclear translocation imaging; test concentration mostly 20 µM; stimulated with dexamethasone, 1 µM; active compounds read low; actives 0.47% (n = 220,000);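 active means plate z-score of nuclear minus cytoplasmic receptor signal below a set negative limit, without overly bright fluorescence or cell loss, cut at about -3.5 in these data, passing the limit was not always enough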;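 further: z-score of nuclear minus cytoplasmic ring GR-EGFP intensity difference per well; some compounds called inactive have numbers as strong as hits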
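medium = tetracycline-free induction medium containing charcoal-stripped FBS | probe or stimulus = dexamethasone, 1.0 µM final | timing = 48 h induction, then 1 h compound, then 30 min agonist, 37 °C | detection = automated 10x imaging of fixed Hoechst-stained cells | read-out basis = nuclear versus cytoplasmic GR-EGFP signal, averaged per well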
Autophagy mod: modulators of autophagy | MEF GFP-LC3 puncta imaging; test concentration mostly 10 µM | calls only at 10 µM (by protocol) | AID 463193 | actives 0.98% (n = 190,000);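 active means percentage of spot-positive cells more than 3 SD above its plate mean, without a fluorescence outlier flag or 80% toxicity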;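 further: spot-positive cell cutoff set from DMSO-treated cells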
bCat nuc transl: beta-catenin nuclear translocation modulation; HeLa beta-catenin nuclear translocation, immunofluorescence imaging; actives 0.3% (n = 190,000); nuclear translocation activity, % at 5 µM;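 active means nuclear translocation activity above 50% at 5 µM, with a well cell count of 50 or more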;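 further: per-cell ratio of nuclear to cytoplasmic median beta-catenin stain intensity; plate controls were DMSO negative control for no effect and GSK-3 inhibitor IX positive control for full effect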
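assay system = human HeLa cells, endogenous beta-catenin | times = compound treatment 24 h, 37°C, 5% CO2 | detection = Anti-beta-catenin immunofluorescence on PFA-fixed, Triton-permeabilized cells, DAPI nuclei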
MT stabilizer: stabilizes microtubules in HeLa cells; HeLa tubulin immunostaining HCS, 24 h; share of cells brighter than vehicle mean+2SD; % tubulin-high responders, % at 10 µM; actives 0.83% (n = 200,000); AID 2205;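 active means plate Z-score above 3 for both tubulin-high and condensed-nucleus cell shares, with cell loss under 80%, at 10 µM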;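 further: anti alpha tubulin signal scored within the nucleus-defined area of each cell; some results filed as inactive read as strong as hits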
WT yeast gro inh mutant strain: also measured in WT yeast gro inh; calls as there; inhibition, %; mitochondrial fusion phenotypic screen, mutant strain inhibition
Dynein cargo inh cytoplasmic EGFP: recorded beside Dynein cargo inh, whose call it bears; z-score; measured here: cytoplasmic GR-EGFP intensity; active compounds read high
Dynein cargo inh nuclear GR-EGFP: second read-out of Dynein cargo inh, no call of its own (marks repeat the call); z-score; measured here: nuclear GR-EGFP intensity;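 lower value marks the stronger effect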
Dynein cargo inh cell count: further read-out of Dynein cargo inh, marked with its call; z-score; measured here: cell count per field
Insulin prom up cell count: recorded beside Insulin prom up, whose call it bears; cell count; measured here: cytotoxicity, nuclei count;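 total cells summed across four imaged fields per well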
bCat nuc transl cell count 5 µM: recorded beside bCat nuc transl, whose call it bears; cell count; measured here: cell count, cytotoxicity flag
MT stabilizer Hoechst-high %: further read-out of MT stabilizer, marked with its call; % Hoechst-high responders; measured here: nuclear condensation Hoechst responders;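 share of cells brighter than vehicle mean plus two SD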
MT stabilizer cytotoxicity %: second read-out of MT stabilizer, no call of its own (marks repeat the call); toxicity, %; measured here: cytotoxicity by cell density;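 0% = mean cell density of plate MIN control wells and 100% = no cells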
Autophagy mod cell loss 18 h: recorded beside Autophagy mod, whose call it bears; toxicity, %; measured here: cell loss, nuclei count;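 cell loss after 18 h compound exposure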
Starred values were filed as active, the others as inactive; i = inactive; x = no result given. Unless noted, no stated cut-off is given here; in the data, active means inhibition above about 50%; inactive means the rest. Random draw from the library; about 5% have a hit in one of these screens.

SMILES	human PMI inhibition	human PMI inhibitors	WT yeast gro inh	WT yeast gro inh mutant strain	Yfh1-depleted yeast	Insulin prom up	Insulin prom up cell count	Dynein cargo inh	Dynein cargo inh cytoplasmic EGFP	Dynein cargo inh nuclear GR-EGFP	Dynein cargo inh cell count	Autophagy mod	Autophagy mod cell loss 18 h	bCat nuc transl	bCat nuc transl cell count 5 µM	MT stabilizer	MT stabilizer Hoechst-high %	MT stabilizer cytotoxicity %
O=C(CSc1ccc(Cl)cc1)NCc1ccncc1	-10%	2%	-7	7	i	0	1345	0.47	-0.3	0.57	-0.095	i	15	-1.2	1075	1.9	1.6	7.1
CCn1nnc2c(=O)oc3ccccc3c21	-5%	-6%	-17	-17	i	-0.07	1189	0.46	0.03	0.28	-0.53	i	-8	-4.3	1131	2.5	1.9	1.9
O=C(COC(=O)Cc1ccc(S(=O)(=O)N2CCOCC2)s1)NCCc1ccccc1	-6%	-12%	-17	13	i	-0.52	937	-0.14	-0.17	0.051	0.25	i	-12	x	x	2.4	1.8	5.5
O=C1C2CCCN2C(=S)N1Cc1ccccc1 (stereo unspecified)	-20%	-5%	8	5	i	-0.47	1160	0.87	-0.043	0.71	-1.9	i	0	-1.7	1094	3.5	2.5	0.6
COc1ccc(OCCCC(=O)Nc2nc(C)c(C(C)=O)s2)cc1	-4%	6%	-4	-3	i	0.47	1753	0.96	-0.27	0.88	-0.33	i	-11	2.7	985	1.0	0.6	5.2
CCOC(=O)C1Cc2c([nH]c3ccccc23)C(C)N1 (stereo unspecified)	2%	-6%	11	-8	i	0.48	748	-0.62	-0.22	0.27	0.64	i	40	1.1	1062	1.7	1.4	3.5
COC(=O)c1cc(NCc2ccc3c(c2)OCO3)ccc1N1CCOCC1	-6%	-24%	6	12	i	0.72	1329	-0.32	-0.12	0.085	0.61	i	7	2.6	1100	2.2	5.1	10
Cc1ccc(Cl)cc1NC(=S)N(CCCN1CCN(C)CC1)Cc1ccco1	7%	4%	-10	6	i	-0.32	1098	0.036	-0.25	0.33	-0.9	i	0	-0.9	1058	3.6	2.5	7.1
CCC(C)N(C)Cc1cccc(C2(O)CCN(S(=O)(=O)c3ccc(F)c(C)c3)CC2)c1 (stereo unspecified)	-1%	-7%	20	3	i	-0.39	1249	0.14	-0.1	1.2	-1.4	i	19	3.3	576	2.8	1.3	8.5
Cn1c(CC(=O)Nc2ccc(F)cc2)c(Sc2ccccc2)c2ccccc21	18%	10%	8	4	i	0.04	1492	-0.26	-0.22	-0.082	0.17	i	7	-2.9	1092	3.2	1.7	8.0
NC(=S)Nc1ncc(CCN2CCOCC2)c(-c2ccc(F)cc2)n1	1%	2%	0	1	i	1.3	1470	1.4	0.0098	0.89	-2	i	1	-4.4	937	3.3	3.2	8.8
C=CCc1c(C)nc(SCc2nc3ccccc3c(=O)[nH]2)[nH]c1=O	10%	6%	6	2	i	0.49	1182	-0.74	-0.15	-0.49	0.97	i	-4	1.0	904	2.0	2.2	7.5
Cc1cc(SCC(=O)N/N=C/c2ccco2)nc2ccccc12	3%	16%	1	-20	i	0.04	1422	0.45	-0.24	0.12	0.34	i	-8	2.4	971	4.1	2.9	7.3
CCOC(=O)C(C)Sc1nc2ccccc2c(=O)n1CC1CCCCC1 (stereo unspecified)	5%	0%	22	-4	i	x	x	1.1	-0.064	0.44	-0.066	i	1	-12	1124	2.4	1.6	15
O=C(c1ccccc1)c1ccc(OCC(O)CNC2CCCc3ccccc32)cc1 (stereo unspecified)	10%	-1%	34	13	i	-0.94	1320	0.54	-0.12	0.44	-1.8	i	5	1.0	1080	2.1	2.6	7.5
CCOCC(=O)Nc1nc2ccc(OC)cc2s1	15%	11%	10	9	i	0.24	1261	0.087	-0.15	0.23	0.1	i	1	1.2	972	1.9	2.0	2.4
COc1ccccc1-c1noc(-c2ccco2)n1	5%	0%	-2	-8	i	-0.33	1241	1.8	-0.22	1.3	-0.6	i	1	-0.3	1093	2.1	2.9	7.6
Cc1cc(C)nc(/N=C2\NC(=O)CC(C(=O)O)N2c2ccc(Cl)cc2Cl)n1 (stereo unspecified)	-4%	-6%	10	-2	i	0.14	1413	2.3	-0.19	0.62	-1.2	i	-18	0.3	1462	3.9	0.9	2.5
CCn1c(SCC(=O)NCc2ccc3c(c2)OCO3)nnc1-c1c[nH]c2ccccc12	-1%	0%	-13	-10	i	-0.55	995	0.43	0.63	0.64	1	i	17	1.1	1033	2.3	1.7	5.9
Cc1nc(Nc2nc3ccccc3o2)nc(C)c1C	-1%	-12%	34	16	i	0.61	1252	-0.71	-0.13	-0.4	-1	i	9	2.0	1088	2.8	1.7	9.3
O=C(CCCSc1nnc(Nc2ccccc2F)s1)N1CCOCC1	9%	15%	-5	12	i	0.51	1142	2	-0.16	1.4	-3	i	-1	-3.8	1107	4.0	2.0	13
Cc1c(NC(=S)N/N=C/c2cccc(O)c2)c(=O)n(-c2ccccc2)n1C	6%	9%	-10	-6	i	0	1444	-0.1	-0.17	0.66	-0.21	i	-21	0.9	1317	2.0	1.4	4.0
COCCCNC(=S)N1CCC(C(=O)c2ccc3c(c2)OCCO3)CC1	-19%	-18%	-6	-5	i	-0.68	1206	-0.83	-0.3	-0.35	-0.054	i	3	2.4	1047	7.6	2.0	3.4
Cc1ccccc1-n1c(=O)c(C#N)cc2c(=O)n3ccccc3nc21	12%	1%	1	14	i	0.06	937	-0.57	0.12	-0.052	-0.12	i	-11	x	x	1.4	1.0	2.1

Entries of single compounds, quoted from the list. Order of screens: human PMI inhibition	human PMI inhibitors	WT yeast gro inh	WT yeast gro inh mutant strain	Yfh1-depleted yeast	Insulin prom up	Insulin prom up cell count	Dynein cargo inh	Dynein cargo inh cytoplasmic EGFP	Dynein cargo inh nuclear GR-EGFP	Dynein cargo inh cell count	Autophagy mod	Autophagy mod cell loss 18 h	bCat nuc transl	bCat nuc transl cell count 5 µM	MT stabilizer	MT stabilizer Hoechst-high %	MT stabilizer cytotoxicity %
`O=C(c1ccccc1)c1ccc(OCC(O)CNC2CCCc3ccccc32)cc1` (stereo unspecified) is listed with 10%	-1%	34	13	i	-0.94	1320	0.54	-0.12	0.44	-1.8	i	5	1.0	1080	2.1	2.6	7.5
`C=CCc1c(C)nc(SCc2nc3ccccc3c(=O)[nH]2)[nH]c1=O` is listed with 10%	6%	6	2	i	0.49	1182	-0.74	-0.15	-0.49	0.97	i	-4	1.0	904	2.0	2.2	7.5
`CCn1c(SCC(=O)NCc2ccc3c(c2)OCO3)nnc1-c1c[nH]c2ccccc12` is listed with -1%	0%	-13	-10	i	-0.55	995	0.43	0.63	0.64	1	i	17	1.1	1033	2.3	1.7	5.9
`CCOCC(=O)Nc1nc2ccc(OC)cc2s1` is listed with 15%	11%	10	9	i	0.24	1261	0.087	-0.15	0.23	0.1	i	1	1.2	972	1.9	2.0	2.4

The listing continues:
SMILES	human PMI inhibition	human PMI inhibitors	WT yeast gro inh	WT yeast gro inh mutant strain	Yfh1-depleted yeast	Insulin prom up	Insulin prom up cell count	Dynein cargo inh	Dynein cargo inh cytoplasmic EGFP	Dynein cargo inh nuclear GR-EGFP	Dynein cargo inh cell count	Autophagy mod	Autophagy mod cell loss 18 h	bCat nuc transl	bCat nuc transl cell count 5 µM	MT stabilizer	MT stabilizer Hoechst-high %	MT stabilizer cytotoxicity %
O=C(Nc1c2c(nn1-c1ccc(F)cc1)CS(=O)C2)c1ccc(S(=O)(=O)N2CCOCC2)cc1 (stereo unspecified)	2%	-2%	2	-22	i	-0.28	1128	0.46	-0.082	0.36	0.6	i	-11	-0.5	1090	2.1	3.1	8.6
O=C1[C@@H]2[C@@H]3C[C@@H]([C@H]4ON=C(c5ccc(Cl)cc5)[C@@H]34)[C@@H]2C(=O)N1C1CCCCC1	19%	9%	53	-1	i	-0.9	1384	0.23	-0.2	0.62	-0.49	i	3	-0.2	1138	5.2	2.3	11
Cn1c(-c2cccc([N+](=O)[O-])c2)cnc1NCc1ccc(C#N)cc1	4%	3%	5	3	i	-0.24	1465	-0.62	0.098	-0.064	0.77	i	10	0.7	1498	1.6	1.3	13
Cc1cc(C)nc(N/N=C/c2ccccc2Cl)n1	x	x	x	x	i	1.4	990	0.69	-0.28	0.22	0.12	x	x	0.2	1368	x	x	x
CSCCC(NC(=O)c1cc([N+](=O)[O-])cc([N+](=O)[O-])c1)c1nc2ccccc2[nH]1 (stereo unspecified)	25%	28%	-3	-11	i	1.2	1390	-0.63	-0.056	0.045	0.96	i	22	0.8	1102	2.8	2.1	8.6
C=CCOC(=O)C(C#N)c1nc2ccccc2nc1N1CCN(Cc2ccccc2)CC1 (stereo unspecified)	18%	6%	38	-12	i	-0.94	1243	0.22	-0.11	0.39	0.5	i	-5	-5.5	1167	2.6	2.7	8.5
CC1(C)CC(CCNS(=O)(=O)c2ccccc2)(c2ccccc2)CCO1 (stereo unspecified)	22%	-1%	0	-19	i	x	x	-0.69	-0.26	-0.77	0.38	i	-10	0.1	956	0.9	1.8	5.8
C=CCn1c(O)c(N=Nc2nc3ccccc3c(=O)n2-c2ccccc2)c2ccccc21	0%	-8%	4	-5	i	0.09	1328	-0.54	3.4	-0.078	1.3	i	-12	0.1	945	1.5	4.3	4.5
Cc1cc(C(=O)OCC(=O)Nc2cccc(S(=O)(=O)N(C)C)c2)c2ccccc2n1	5%	7%	-5	-2	i	x	x	1.1	-0.26	0.36	-1.2	i	-6	-1.5	1065	3.1	2.6	7.4
Cc1cc(C)n2c(SCC(=O)N(C)C3CCCCC3)nnc2n1	0%	-4%	0	7	i	0.05	1475	-0.4	-0.24	0.00078	0.54	i	13	-0.1	1511	3.5	1.4	5.2
COc1ccc(S(=O)(=O)N2CCOCC2)cc1NC(=O)COC(=O)c1ccc(C)s1	-9%	-10%	15	0	i	0.07	1180	-0.24	-0.023	-0.19	0.48	i	2	-0.7	1075	2.2	2.9	0.0

Screening data from PubChem.
